# Assay outcomes as filed in PubChem.
# Rv3671c inh = Rv3671c serine protease inhibitors, primary screen, biochemical, fluorescence polarization, M. tuberculosis H37Rv | hit rate 0.048% among 320,000 | AID 2606, 2010 | inhibition, % at 5.96 µM; in the data active means inhibition above about 38%;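 further: extracellular domain of Rv3671c used as enzyme; 0% = enzyme with DMSO and 100% = no enzyme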
# SARS 3CLpro inh = SARS-CoV 3CLpro protease inhibitors, primary screen, biochemical, quenched FRET | hit rate 0.14% among 290,000 | recombinant SARS-CoV 3CLpro, quenched FRET peptide cleavage | inhibition, % at 6 µM | AID 1706, 2009; in the data active means inhibition above about 12%
# BoNT A protease = BoNT/A light chain protease inhibitors, primary screen, biochemical, flow cytometry, MLPCN library. inhibition, % at 10 µM. hit rate 0.17% among 360,000. AID 588499, 2011. multiplex microsphere protease substrate cleavage. Botulinum neurotoxin type A light chain protease (Clostridium botulinum A str. ATCC 3502); further: plate controls were buffer without enzyme for full effect and enzyme alone for no effect
# MazEF act = activators of E. coli MazEF toxin-antitoxin RNase, primary screen, biochemical, fluorescence, uHTS. activation, % at 20 µM. Endoribonuclease toxin MazF (Escherichia coli (strain K12)), P0AE70. FAM/BHQ RNA-DNA oligo cleavage fluorescence, 5 h. hit rate 0.32% among 350,000; in the data active means activation above about 50%
# PrPC surface inh = inhibitors of human cell surface prion protein PrPC, primary screen, cell-based, TR-FRET; Major prion protein (Homo sapiens), P04156; TR-FRET read-out; inhibition, % at 13.8 µM; hit rate 0.43% among 370,000; AID 720596, 2013; in the data active means inhibition above about 24%; further: 0% = median of the test wells and 100% = reference compound wells
# CCHF vOTU inh = CCHFV vOTU protease inhibitors, primary screen, biochemical, Pep-AMC substrate, fluorescence | Crimean-Congo hemorrhagic fever virus L polyprotein viral ovarian tumor (vOTU) protease … | inhibition, % at 11.5 µM | hit rate 0.55% among 370,000; in the data active means inhibition above about 30%; further: 0% = vehicle wells with enzyme and 100% = no enzyme wells
# PriA SSB inh = inhibitors of Klebsiella pneumoniae PriA binding to SSB C-terminal tail, primary screen, biochemical, AlphaScreen | inhibition, % at 33 µM | PriA–SSB C-terminal tail interaction (Klebsiella pneumoniae) | hit rate 0.6% among 430,000 | AlphaScreen SSBct-PriA binding, biotinylated peptide; in the data active means inhibition mostly above about 37%, no sharp cut-off; inactive means mostly below about 20%;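 further: plate controls were negative control peptide for no effect and reference peptide for full effect; strong numbers were not always called active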
# VHR inh abs = VHR1 phosphatase inhibitors, primary screen, biochemical, absorbance, uHTS. hit rate 0.52% among 290,000. recombinant VHR phosphatase, pNPP absorbance. Dual specificity protein phosphatase 3 (Homo sapiens), P51452. inhibition, % at 13.3 µM; in the data active means inhibition above about 50%; further: some compounds called inactive have numbers as strong as hits
# Target sequence (P51452 whole entry, looked up): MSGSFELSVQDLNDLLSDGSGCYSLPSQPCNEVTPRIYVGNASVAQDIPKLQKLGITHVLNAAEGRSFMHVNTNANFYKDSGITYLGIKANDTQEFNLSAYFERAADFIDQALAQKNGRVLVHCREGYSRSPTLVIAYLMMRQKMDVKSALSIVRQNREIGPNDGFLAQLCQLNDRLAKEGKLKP
# Anthrax LF inh2 = Bacillus anthracis LF protease inhibitors, primary screen, biochemical, multiplex microsphere, MLPCN library; Lethal factor (Bacillus anthracis), P15917; multiplex microsphere protease cleavage assay; inhibition, % at 10 µM; hit rate 0.12% among 360,000; AID 588501, 2011; further: plate controls were buffer without enzyme for full effect and enzyme alone for no effect
# Target sequence (P15917 whole entry, looked up): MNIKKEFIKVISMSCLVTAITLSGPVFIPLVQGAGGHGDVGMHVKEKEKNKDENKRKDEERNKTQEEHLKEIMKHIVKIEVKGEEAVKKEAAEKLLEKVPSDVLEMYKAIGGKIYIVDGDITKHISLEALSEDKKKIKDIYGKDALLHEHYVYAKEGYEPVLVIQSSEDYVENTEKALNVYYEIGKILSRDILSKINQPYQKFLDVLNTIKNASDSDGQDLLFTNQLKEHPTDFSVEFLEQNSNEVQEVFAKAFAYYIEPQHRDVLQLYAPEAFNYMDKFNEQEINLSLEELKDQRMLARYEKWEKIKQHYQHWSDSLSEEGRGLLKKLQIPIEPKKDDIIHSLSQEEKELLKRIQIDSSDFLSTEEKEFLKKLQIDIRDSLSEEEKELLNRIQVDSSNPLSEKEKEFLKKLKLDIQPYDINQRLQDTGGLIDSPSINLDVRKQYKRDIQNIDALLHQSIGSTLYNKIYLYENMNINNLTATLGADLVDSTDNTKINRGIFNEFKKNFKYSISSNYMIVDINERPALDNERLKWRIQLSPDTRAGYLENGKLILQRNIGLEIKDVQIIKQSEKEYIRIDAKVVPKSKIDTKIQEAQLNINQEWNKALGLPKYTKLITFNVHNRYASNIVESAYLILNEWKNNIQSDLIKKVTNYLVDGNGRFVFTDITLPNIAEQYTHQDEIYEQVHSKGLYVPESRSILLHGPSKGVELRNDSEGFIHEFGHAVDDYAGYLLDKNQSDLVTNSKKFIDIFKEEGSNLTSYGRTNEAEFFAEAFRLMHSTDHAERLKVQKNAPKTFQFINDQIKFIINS
# BoNT F protease = BoNT/F light chain protease inhibitors, primary screen, biochemical, flow cytometry, MLPCN library; Botulinum neurotoxin type F light chain protease (Clostridium botulinum); Multiplex microsphere protease cleavage assay; inhibition, % at 10 µM; hit rate 0.22% among 360,000; in the data active means inhibition above about 35%, passing the limit was not always enough; inconclusive means no clear call, values can overlap the other calls; further: plate controls were buffer without enzyme for full effect and enzyme alone for no effect
# * marks the source's active call; other numbers are inactive results; ? = inconclusive; . = no result given; & = joins results of further samples. Unless noted, no stated cut-off is given here; in the data, active means inhibition above about 30%; inconclusive means no clear call, values can overlap the other calls; inactive means below that.
SMILES,Rv3671c inh,SARS 3CLpro inh,BoNT A protease,MazEF act,PrPC surface inh,CCHF vOTU inh,PriA SSB inh,VHR inh abs,Anthrax LF inh2,BoNT F protease
CCOC(=O)Nc1ccc2c(c1)N(C(=O)CN(CC)CC)c1ccccc1CC2,.,-1,-3.7,2,-11,-16,-2,13,2,12
CCOC(=O)c1cc(C(=O)NNC(=O)c2cccc([N+](=O)[O-])c2)c(C)nc1C,.,.,-1.5,5,-2,4,0,.,1,5
CC(C)NC(=O)N(C)C[C@H]1Oc2c(cccc2N(C)C)C(=O)N([C@H](C)CO)C[C@@H]1C,6,.,-1.3,0,-1,2,-5,.,-12,-4
O=C(COC(=O)CCC(=O)c1cccs1)NCCc1ccccc1,6,.,0.4,8,-2,-6,-18,.,2,-2
COc1ccc(C2=NNC(c3cccs3)=Nc3ccc(OC)cc32)cc1,-9,-2,-0.1,2,0,5,20,9,3,-3
Cc1ccc(S(=O)(=O)N2CCC(C(=O)NCCc3ccccn3)CC2)cc1,7,5,-0.3,2,-3,6,-6,18,1,-3
Cc1ccc(C)c(NC(=O)CSc2nc(C)cs2)c1,11,.,-3.3,1,0,13,-3,.,-5,-21
Cc1ccc(NC(=S)N(Cc2cccs2)Cc2cc3cc(C)ccc3[nH]c2=O)cc1,-6,0,-0.4,2,4,-6,-4,-5,2,-2
COc1ccc(CN2CCNC(=O)C2CC(=O)NCc2cn[nH]c2-c2ccccc2)c(F)c1 (centres undefined),-9,-5,-1.4,0,0,3,11,10,0,-6
O=C(NCc1ccccc1)C(=O)NCC1OCCN1S(=O)(=O)c1ccc([N+](=O)[O-])cc1 (centres undefined),-4,4,-0.2,-2,-41,-15,4,6,-2,-1
Oc1ccccc1C=NC(c1ccccc1)C(O)c1ccccc1 (centres undefined),-5,-6,-0.5,1,-4,-19,-1,2,1,3
CN(C)c1nc(N)nc(Cn2nnc(-c3ccc(C(F)(F)F)cc3)n2)n1,3,3,-2.4,-31,-6,-7,-6,11,-6,-11
CCc1ccc(OCC(=O)Nc2ccc3[nH]ncc3c2)cc1,23,-3,-0.7,8,6,-6,3,1,5,-46
CCOc1ccc(-n2c(Cc3cc(=O)[nH]c(=O)[nH]3)nnc2SCC(=O)NC2CCCC2)cc1,3,-2,0.2,-1,6,20,-4,13,-10,-2
CCOC(=O)C(=CNCC(=O)OC)C(=O)OCC,-3,0,-0.7,5,4,4,-4,9,-3,2
CC(C)CCn1c(=O)c(C(=O)Nc2ccccc2S(N)(=O)=O)c(O)c2ccccc21,-6,-2,-2.4,2,0,-4,-9,6,-3,-5
Cc1cc(CNC(=O)COc2ccc(C#N)cc2)c2ccccc2n1,2,2,-0.9,3,4,-11,13,-7,-3,-11
Cc1ccccc1N=C1C(=O)Nc2ccccc21,.,.,-0.1,2,-12,-8,-7,.,-6,-3
COC(=O)c1oc2ccccc2c1-n1cccc1,8,-1,-0.6,-3,0,10,-5,17,-5,2
S=C1Nc2ccccc2Sc2ccccc21,1,1,0.1,11,8,-4,19,-7,5,5
O=C1CCC(C(=O)N2CCN(c3ccccc3Cl)CC2)CN1CC1CCCCC1 (centres undefined),1,7,0.5,-11,5,10,-2,-2,-3,6
CC(C(=O)Nc1ccc2c(c1)OCO2)N1CCC(N2CCCCC2)CC1 (centres undefined),9,.,1.8,9,2,3,0,.,-4,-23
Cc1ccc(S(=O)(=O)NCCC(=O)N2CCN(c3cccc(Cl)c3)CC2)cc1C,-7,0,-1.0,2,3,5,-9,-7,-1,-10
CN(Cc1nc(-c2ccccc2)no1)C(=O)c1ccc2c(c1)OCO2,-11,.,1.5,-6,0,-10,-2,.,-1,-1

# Entries above that contain an aryl methoxy group:
SMILES,Rv3671c inh,SARS 3CLpro inh,BoNT A protease,MazEF act,PrPC surface inh,CCHF vOTU inh,PriA SSB inh,VHR inh abs,Anthrax LF inh2,BoNT F protease
COc1ccc(C2=NNC(c3cccs3)=Nc3ccc(OC)cc32)cc1,-9,-2,-0.1,2,0,5,20,9,3,-3
COc1ccc(CN2CCNC(=O)C2CC(=O)NCc2cn[nH]c2-c2ccccc2)c(F)c1 (centres undefined),-9,-5,-1.4,0,0,3,11,10,0,-6

# More results follow.
SMILES,Rv3671c inh,SARS 3CLpro inh,BoNT A protease,MazEF act,PrPC surface inh,CCHF vOTU inh,PriA SSB inh,VHR inh abs,Anthrax LF inh2,BoNT F protease
CCc1nc2ccccc2c(=O)n1-c1ccccc1OC,.,-1,-3.2,5,5,2,-9,30,4,-22
COc1ccc(N2CC(C(=O)OC(C)C(=O)c3ccccc3)CC2=O)cc1 (centres undefined),-7,5,-2.1,3,-9,4,-12,17,4,-5
CCN(C(=O)COC(=O)c1oc2ccc(OC)cc2c1C)C1CCCCC1,3,.,0.9,-4,-7,2,-12,.,20,-9
O=C(CCNS(=O)(=O)c1cccs1)N1CCN(c2cccc(Cl)c2)CC1,3,4,-0.9,1,6,-7,-5,12,-1,-5
F[B-](F)(F)c1cc2ccccc2s1,.,.,0.0,-2,11,18,-13,.,2,-5
CC1(c2ccc(Cl)cc2Cl)OCC(Cn2ccnc2)O1 (centres undefined),1,1,-0.3,-4,14,5,0,-13,1,-4
CCCNC(=O)c1ccc(CN2CCc3ccccc3C2)cc1,5,3,0.1,-5,-11,11,1,13,-2,-7
CN(C)c1ncc(S(=O)(=O)c2ccccc2)c(=O)[nH]1,7,1,-3.4,1,1,7,4,5,8,-4
CN1CCN(C(=O)/C(=C\c2ccc3c(c2)OCO3)NC(=O)c2cccs2)CC1,4,-3,0.3,7,-11,8,8,14,-6,2
O=C(NCCNC(=O)c1cc(OCC(F)(F)F)ccc1OCC(F)(F)F)Nc1ccc(OC(F)(F)F)cc1,-10,-6,0.9,2,4,0,-23,30,-1,9
Oc1c(CN2CCc3ccccc3C2)cc(Cl)c2cccnc12,1,2,-2.1,-12,.,.,92,8,-11,-16
Cc1cc(C)cc(NC(=O)CCN2C(=O)c3ccccc3S2(=O)=O)c1,-1,2,0.2,-9,7,3,-11,9,-5,3

# Retrieved by structure from above:
SMILES,Rv3671c inh,SARS 3CLpro inh,BoNT A protease,MazEF act,PrPC surface inh,CCHF vOTU inh,PriA SSB inh,VHR inh abs,Anthrax LF inh2,BoNT F protease
CN(C)c1ncc(S(=O)(=O)c2ccccc2)c(=O)[nH]1,7,1,-3.4,1,1,7,4,5,8,-4
CN1CCN(C(=O)/C(=C\c2ccc3c(c2)OCO3)NC(=O)c2cccs2)CC1,4,-3,0.3,7,-11,8,8,14,-6,2

# Further entries:
SMILES,Rv3671c inh,SARS 3CLpro inh,BoNT A protease,MazEF act,PrPC surface inh,CCHF vOTU inh,PriA SSB inh,VHR inh abs,Anthrax LF inh2,BoNT F protease
COc1ccc(CC(=O)c2ccc(OC3OC(CO)C(O)C(O)C3O)cc2O)cc1 (centres undefined),-13,-2,0.9,-3,0,-10,-8,-5,-2,-23
COCCNC(=S)Nc1ccc2nc(N3CCOCC3)cc(C)c2c1,3,1,-0.3,2,-2,-28,4,17,2,0
CC(C)N1CCN(Cc2c[nH]c3ccccc23)CC1CCO (centres undefined),.,4,-5.0,6,2,-1,1,12,-15,?
Cc1ccc(C)c(C2(O)CC(C)N(C)CC2C)c1 (centres undefined),-4,0,0.0,0,-4,6,-8,29,-2,-12
NC1=NN(c2ccccc2)C(=O)C1,.,.,-0.1,-2,16,-8,1,.,-3,-4
CCOc1ccc(NC(=O)CC(Cc2ccc(Cl)cc2)C(=O)O)cc1 (centres undefined),-2,-2,-0.8,2,10,1,-10,10,5,43*
Cc1nnc(Cl)c2nn(-c3ccccc3F)c(C)c12,-12,0,-1.3,-12,-1,-263,-18,2,1,-6
Cc1ccc(S(=O)(=O)Cn2nnnc2C(CC(C)C)N2CCC(C(N)=O)CC2)cc1 (centres undefined),-14,4,1.6,-9,10,13,5,16,-2,-17
Cc1c(C(=O)Nc2ccc(-c3nnc4n3CCCCC4)cc2)oc2c1ccc1ccccc12,-75,1,0.5,-5,3,-25,22,-21,0,-10
COc1cc2c(cc1OC)[C@@H](NC(=O)C(C)C)[C@H](OCc1ccccc1)C2,.,.,-0.8,5,-1,-2,5,.,3,-4
CC(C)c1ccc(N(C(=O)c2ccco2)C(C(=O)NC2CCCC2)c2cccnc2)cc1 (centres undefined),-1,51*,-0.9,7,4,7,4,6,1,-4
Cc1ccc(C(C[N+](=O)[O-])n2nc(C)cc2C)cc1 (centres undefined),-4,7,-0.4,5,2,0,6&11,29,-3,4
CC(C)(C)NC(=O)COc1coc(CN2CCN(C(=O)c3ccco3)CC2)cc1=O,2,.,-3.9,0,-3,4,-10,.,1,6
Cc1ccc(S(=O)(=O)N2CCOC2CNC(=O)C(=O)NCCc2ccc(S(N)(=O)=O)cc2)cc1 (centres undefined),2,2,-0.5,1,-2,5,-12,21,-9,-1
COc1cccc(-c2cc(C(=O)NCC3CCCO3)c3cc(C)cc(C)c3n2)c1 (centres undefined),-15,-2,-0.5,3,-2,12,-19,8,-1,-8
CCn1c(-c2cccnc2Cl)nc2cc(C)c(C)cc21,-7,3,0.1,0,0,-9,-12,20,-4,-8
CN(C1CCCCC1)S(=O)(=O)c1ccc2c(c1)c(=O)c(C(=O)O)cn2C,.,.,0.0,6,-1,-10,.,.,4,2
Cc1ccc(S(=O)(=O)N2CCC(C(=O)N3CCCC3C(=O)N[C@@H](CC(C)C)C(=O)NCC(N)=O)CC2)cc1 (some centres undefined),8,7,-0.6,0,0,-2,-10,5,-10,-4
O=C(CSc1ncccn1)N1CCN(C(c2ccccc2)c2ccccc2)CC1,-1,2,2.6,-3,2,1,3,19,8,11
COCCN(C(=O)Nc1ccc(F)cc1F)c1nc2ccccc2s1,-10,4,-1.0,1,7,-3,-19,21,-7,10

# Five successive compounds already listed, quoted:
SMILES,Rv3671c inh,SARS 3CLpro inh,BoNT A protease,MazEF act,PrPC surface inh,CCHF vOTU inh,PriA SSB inh,VHR inh abs,Anthrax LF inh2,BoNT F protease
CCn1c(-c2cccnc2Cl)nc2cc(C)c(C)cc21,-7,3,0.1,0,0,-9,-12,20,-4,-8
CN(C1CCCCC1)S(=O)(=O)c1ccc2c(c1)c(=O)c(C(=O)O)cn2C,.,.,0.0,6,-1,-10,.,.,4,2
Cc1ccc(S(=O)(=O)N2CCC(C(=O)N3CCCC3C(=O)N[C@@H](CC(C)C)C(=O)NCC(N)=O)CC2)cc1 (some centres undefined),8,7,-0.6,0,0,-2,-10,5,-10,-4
O=C(CSc1ncccn1)N1CCN(C(c2ccccc2)c2ccccc2)CC1,-1,2,2.6,-3,2,1,3,19,8,11
COCCN(C(=O)Nc1ccc(F)cc1F)c1nc2ccccc2s1,-10,4,-1.0,1,7,-3,-19,21,-7,10

# An excerpt. The share of hits here may be higher or lower than overall.
